Insulin prom inh: TRM-6 insulin promoter activity inhibition | TRM-6 cells (human fetal islet line), insulin promoter-eGFP reporter, imaging; reporter expression induced with tamoxifen | inhibition, % at 2 µM | actives 0.9% (n = 130,000) | AID 1273;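 active means inhibition above the mean plus 3 SD, with well images judged a real hit on visual review, cut at about 60% in these data, passing the limit was not always enough; inconclusive means inhibition over the cutoff but images rejected on review; inactive means inhibition not above the cutoff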
SDO1 yeast rescue: restores growth of sdo1-depleted yeast; S. cerevisiae sdo1-depleted JHY4D growth rescue, OD600 30 h; hits give high values; pdr5 snq2 efflux-pump mutant strain; z-score at 10 µM; actives 0.21% (n = 140,000); AID 817;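 active means z-score above 3 at both the 24 hr and the 30 hr optical density reads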;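 further: z-score against mean and SD of all compound wells on the same plate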
SDO1 yeast rescue Rescue 24 h: further read-out of SDO1 yeast rescue, marked with its call; z-score; S. cerevisiae sdo1-depleted JHY4D growth rescue, OD600; measured here: growth rescue at 24 h;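 0 is the plate mean of compound wells and units are plate SD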
Numbers without * were called inactive; ? = inconclusive; / = no result given; [ ] = another dose, or the depositor's remark.

mol	Insulin prom inh	SDO1 yeast rescue	SDO1 yeast rescue Rescue 24 h
O=C(Cc1ccc(F)cc1)Nc1ccc(F)c([N+](=O)[O-])c1	-58	-0.57	-0.81
CC1CCCCN1CCNC(=O)C1CC(=O)N(c2ccc(F)c(Cl)c2)C1 (stereo unspecified)	-12	0.37	0.11
COc1cc2c(cc1NC(=O)CSCC(=O)O)oc1ccccc12	7	0.14	-0.79
CCN(CC)S(=O)(=O)c1ccc(C(=O)NCc2ccc3c(c2)OCO3)cc1	79*	/	/
O=C(N/N=C\c1ccc2c(c1)OCO2)c1ccc(Cn2cc(Br)c([N+](=O)[O-])n2)o1	67	/	/
CCOC(=O)c1cnc2ccc(OCC)cc2c1NCc1cccnc1	0	0.39	0.27
CCOc1ccc(OCC)c(NC(=O)CSc2nc3ccccc3c(=O)n2C)c1	/	-0.34	0.3
N#Cc1ncc(C(F)(F)F)cc1Sc1ccc(N)cc1	-8	0.09	-0.42
O=C(CSc1nnc(-c2ccco2)n1CC1CCCO1)c1ccccc1 (stereo unspecified)	15	-0.13	-0.04
O=C1c2ccccc2C(=O)N1c1ccccc1S(=O)C(F)(F)F (stereo unspecified)	/	-0.69	-0.66
COc1cc(/C=N/NC(=O)c2ccc(Cl)cc2)ccc1OCC(=O)N1CC(C)OC(C)C1 (stereo unspecified)	27	/	/
CC(C)(C)c1ccc(NC(=O)COC(=O)C2=COCCO2)cc1	/	-0.52	-1.2
C=CCNC(=O)CN(c1ccccc1OCC)S(=O)(=O)c1ccc(C)cc1	15	-0.71	-0.9
N#Cc1cn(-c2ccccc2)nc1-c1ccccc1	/	-0.1	0.49
CCCC12CN3CCN(CC(C3)/C1=N\NC(=O)Nc1ccccc1)C2	?	0.53	0.24
FC(F)(F)c1cc(-c2ccco2)nc(-n2nc(C(F)(F)F)cc2C2CC2)n1	-7	-0.43	-0.55
Cc1nn(-c2ccccc2)c(C)c1-c1cc(C(=O)N/N=C/c2cccnc2)[nH]n1	43	/	/
COc1ccc(NC(=O)C23CCC(C2)C(C)(C)C3=O)cc1 (stereo unspecified)	25	-0.72	-1.5
Cc1ccc(Oc2nc3ccccn3c(=O)c2/C=C(\C#N)C(=O)Nc2c(C)n(C)n(-c3ccccc3)c2=O)c(C)c1	/	0.14	-0.45
Cc1ccc(CC(=O)NCc2ccc3c(c2)OCO3)cc1	29	0.57	0.44
C=CCSc1nnc2c(n1)OC(c1c(C)[nH]n(-c3ccccc3)c1=O)Nc1ccccc1-2 (stereo unspecified)	-28	-0.11	-0.15
COc1ccc(-c2ccnc3nc(N4CCN(c5ccccc5)CC4)nn23)cc1	45	-1.9	-1.7
COc1cc(C2NC(=S)NC(C)=C2C(=O)c2ccccc2)ccc1O (stereo unspecified)	25	0.5	-0.07
O=C(CSc1nccc(=O)[nH]1)Nc1ccccc1Sc1ccccc1	8	/	/
C=CCn1cccc(/C=C/C(=O)c2ccc(C(C)(C)C)cc2)c1=S	60	-1.4	-1.1
Cc1nn(Cc2ccccc2)c(C)c1NC(=O)CCC(=O)O	31	0.12	0.57
C=CCSc1nc2sc3c(c2c(=O)[nH]1)CCC3	-27	/	/
CN(C)C(=O)CCSc1nnc(-c2ccncc2)o1	36	/	/
CCCn1c(C)cc(C(=O)COC(=O)c2ccc(Cl)c(S(=O)(=O)N3CCCC3)c2)c1C	23	-0.1	0.14
O=C(Cc1ncc(C(F)(F)F)cc1Cl)N1CCN(c2cccc(Cl)c2)CC1	-59	-0.44	-1.8

6 compounds from above, sorted by their value in Insulin prom inh, lowest first.
mol	Insulin prom inh	SDO1 yeast rescue	SDO1 yeast rescue Rescue 24 h
O=C(Cc1ncc(C(F)(F)F)cc1Cl)N1CCN(c2cccc(Cl)c2)CC1	-59	-0.44	-1.8
O=C(Cc1ccc(F)cc1)Nc1ccc(F)c([N+](=O)[O-])c1	-58	-0.57	-0.81
FC(F)(F)c1cc(-c2ccco2)nc(-n2nc(C(F)(F)F)cc2C2CC2)n1	-7	-0.43	-0.55
CCOC(=O)c1cnc2ccc(OCC)cc2c1NCc1cccnc1	0	0.39	0.27
C=CCNC(=O)CN(c1ccccc1OCC)S(=O)(=O)c1ccc(C)cc1	15	-0.71	-0.9
COc1ccc(NC(=O)C23CCC(C2)C(C)(C)C3=O)cc1 (stereo unspecified)	25	-0.72	-1.5

The listing picks up with the 2 entries that preceded the break.
mol	Insulin prom inh	SDO1 yeast rescue	SDO1 yeast rescue Rescue 24 h
CCCn1c(C)cc(C(=O)COC(=O)c2ccc(Cl)c(S(=O)(=O)N3CCCC3)c2)c1C	23	-0.1	0.14
O=C(Cc1ncc(C(F)(F)F)cc1Cl)N1CCN(c2cccc(Cl)c2)CC1	-59	-0.44	-1.8
COC(=O)c1cn(C)c2ccc(S(=O)(=O)N3CCCCC3)cc2c1=O	/	-0.07[8 µM]	-0.07
COCC(C)n1c(C)cc(C(=O)CSc2nnc(N)s2)c1C (stereo unspecified)	-38	0.19	0.51
Cc1ccsc1/C=N/NC(=O)c1cc(-c2ccncc2)nc2ccccc12	-362	-0.42	-0.55
CC(C)N1C2OC(C3OC4C(O3)N(C(C)C)S(=O)(=O)N4C(C)C)OC2N(C(C)C)S1(=O)=O (stereo unspecified)	47	-2.6	-1.8
CCCCCOc1ccc(CSc2n[nH]c(C)n2)cc1	8	/	/
COc1ccc2cc(CN(CCCN3CCOCC3)Cc3nnnn3C3CCCCC3)c(=O)[nH]c2c1	/	0.34	-0.08
Cc1cc(C)c(CSc2ncc(-c3ccc([N+](=O)[O-])cc3)[nH]2)c(C)c1	0	-2	-2.2
O=S(=O)(NCC(c1cccnc1)N1CCN(c2ccccc2F)CC1)c1cccs1 (stereo unspecified)	/	-2.5	-1.6
Cc1ccccc1Nc1nc(=O)c2cc([N+](=O)[O-])ccc2s1	/	-1.7	-1.7
Cc1ccc(OCCCOc2cccc3cccnc23)cc1C	58	-1.6	-1.3
COc1cc(C)c(Cl)cc1S(=O)(=O)n1ccnc1C	-28	-1.1	-0.87
CN1CCN(Cc2nc3ccccc3c(=O)n2Cc2nc(-c3ccccc3F)cs2)CC1	/	-0.42	-0.53
CCCCC(=O)NC(=S)Nc1cccc(C(=O)O)c1	6	/	/
CCOC(=O)c1c(NC(=S)Nc2ccc(OC)cc2)sc2c1CCCCC2	38	-0.46	-0.47
CCC(C)NC(=O)CSc1nc2cc3c(cc2c(=O)n1Cc1ccco1)OCO3 (stereo unspecified)	50	/	/
CCOCCCN1CC(C(=O)NCCc2ccccc2)CC1=O (stereo unspecified)	/	-0.47	-0.37
CNC(=O)CSc1nc2nc(C)cc(C)n2n1	35	-0.29	-0.6
O=C1NN(c2ccccc2)C(=O)C2C1C1C=CC2C12CC2 (stereo unspecified)	/	1.5	2.2
COc1ccc(NC(=O)CC(C)(C)C)c([N+](=O)[O-])c1	-28	0.67	0.01
CCc1nnc(NC(=O)CN2C(=O)c3ccccc3S2(=O)=O)s1	31	1.1	1.7
O=C1CC(Sc2nnc(-c3ccccc3)o2)C(=O)N1c1ccccc1 (stereo unspecified)	16	-0.69	-0.88
CC1CCCN(CC(=O)Nc2cccc([N+](=O)[O-])c2)C1 (stereo unspecified)	0	-0.03	-1.4
Cc1nn(C)c(C(=O)N/N=C/c2cccc3ccccc23)c1Cl	36	-0.74	0.06
Cn1c(SCC2CCCO2)nnc1-c1ccc([N+](=O)[O-])cc1 (stereo unspecified)	0	/	/
CCCOC(=O)Nc1ccc(S(=O)(=O)Nn2cnnc2)cc1	/	0.43	-0.82
COC(=O)C1=C(CSc2nncn2C)NC(=O)NC1c1ccc(F)cc1 (stereo unspecified)	-74	-0.63	-0.6
COc1ccc(-c2c(C)n([O-])c3c([n+]2=O)CCCC3)c(OC)c1	-38	0.51	0.04
COc1ccc2nc(C)c3c(c2c1)OC(C)C3 (stereo unspecified)	6	-0.72	-0.79
Cc1ccccc1Nc1cc(=O)oc2ccccc12	-3	-0.46	-1.4
Cc1cccc(N2CCN(CC(O)COCc3cccs3)CC2)c1C (stereo unspecified)	/	1.7	2
COC(=O)Cn1c(C)nc(=O)c(-c2ccccc2)c1C	16	-0.24	-0.65
Cc1ccc(N2C(=O)c3cccc4c(C(=O)O)ccc(c34)C2=O)cc1	-29	/	/
Cc1ccc(-c2nnc(N(C)C(=O)c3cccnc3)s2)cc1	42	-0.16	-0.03
O=C(CSc1nnnn1C1CCCC1)N1CCN(C(=O)c2ccco2)CC1	-57	0.3	0.13
C=CCn1c(=O)/c(=C/c2cc(OC)c(OC)c(OC)c2)s/c1=C(/C#N)c1nc2ccccc2n1C	/	-0.42	-0.19
CC(C)CCNC(=O)CN(C(=O)Cn1nnc(-c2ccccc2F)n1)c1cccc2c1CCCC2	4	0.22	0.43
O=C1c2ccccc2S(=O)(=O)N1CC1CC(c2ccccc2)=NO1 (stereo unspecified)	27	1.5	0.41
COc1ccc(-c2nnc3n(CCc4ccccc4)c(=O)c4ccccc4n23)cc1OC	/	-0.71	-0.21
CC(C)(C)C(=O)NC(=S)NNC(=O)c1ccc(-c2ccccc2)cc1	?	/	/
O=C(NC(=S)N(Cc1ccccc1)c1ccccn1)C1CCCCC1	/	1.1	1.2
Cc1cccc[n+]1C1C(c2ccc([N+](=O)[O-])cc2)C(C#N)=C(C(=C=[N-])C#N)NC1(O)C1CC1 (stereo unspecified)	-15	/	/
COc1cc(NC(=O)CSc2ncnc3c2cnn3Cc2ccccc2)cc(OC)c1	14	-0.08	-0.73
Cn1c(CNC(=O)c2cccs2)n[nH]c1=S	15	0.26	-0.33
Nc1nc(-c2ccc3c(c2)NC(=O)CO3)cs1	-13	0.07	-0.76
CCCc1nc(N)c(C#N)c(-c2cccnc2)c1CC	/	-0.62	-0.92
CCn1c(SCC(=O)N/N=C/C=C/c2ccccc2[N+](=O)[O-])nnc1-c1ccc(Cl)cc1	/	0.54	0.08
COc1ccccc1N(CN1C(=O)c2ccccc2C1=O)C(=O)c1cccc(C)c1	/	-0.15	0.28
Cn1c(=O)c(NC(=O)c2ccccc2)c2n(c1=S)CCCCC2	-29	2	2.2
CC(=O)OCC(=O)Nc1ccc(N=Nc2ccccc2)cc1	/	-0.48	-0.8
COc1ccc(NC(=O)CN(C)S(=O)(=O)c2ccc(Cl)cc2)cc1Cl	-22	-0.95	-0.4
COc1ccc(NC(=O)CN(C)S(=O)(=O)c2ccc3c(c2)OCCO3)c2ncccc12	/	-1.5	-0.62
CC(C)=NNc1nc(-c2ccccc2)cs1	-42	-0.91	-0.37
Cc1ccc(C)c(SCC(=O)OCC(=O)N2CC(C)OC(C)C2)c1 (stereo unspecified)	18	/	/
COc1ccc(C(=O)NC(=O)N2CCCCC2)cc1	-26	0.52	0.02
CC(C)C(=O)N1CCN(c2nc(-c3ccc(Cl)cc3)cs2)CC1	-7	/	/
O=C1CC(SC(=NCc2ccc3c(c2)OCO3)Nc2ccccc2)C(=O)N1c1ccccc1 (stereo unspecified)	-52	-2.1	-0.78
C#CCn1c(-c2ccccc2)ccc(C#N)c1=O	-20	/	/
CC(C)(C)c1ccc(-c2nc(C#N)c(NCc3ccncc3)o2)cc1	/	-0.05	0.35
Cc1cc(C)c2cc(CN(CCO)Cc3nnnn3Cc3ccc(F)cc3)c(=O)[nH]c2c1	-40	0.66	0.41
Cn1c(=O)c2c(nc(SCC(=O)NCc3ccco3)n2C)n(C)c1=O	6	-0.44	0.08

The list goes on.
mol	Insulin prom inh	SDO1 yeast rescue	SDO1 yeast rescue Rescue 24 h
CCCC(=O)c1c[nH]c(C(=O)NCCCN2CCOCC2)c1	3	1.6	2
CN(CC(=O)Nc1ccc(C#N)cc1)Cc1ccc(Cl)cc1	/	-0.43	-0.52
CC1(C)CC(=O)C2=C(C1)OC(=O)C2(NC(=O)c1cccs1)C(F)(F)F (stereo unspecified)	-4	1.1	0.77
Cc1ccc2cccc(S(=O)(=O)Nc3ccc4c(c3)OCO4)c2n1	-91	-1.1	-0.76
COc1ccc2nc(N3C(=O)/C(=C/c4ccccc4)NC3=S)sc2c1	4	0.21	-0.07
C=CCNC(=O)c1ccccc1CCc1ccccc1	21	/	/
Cc1ccc(N2C(=S)N=C(Nc3ccccc3C)C23CCOC(C)(C)C3)cc1 (stereo unspecified)	-36	-1.6	-1.4
CCc1ccccc1NC(=O)c1nnn(CC(=O)Nc2cccc(C)c2C)c1N	8	-1.1	0.3
Cc1cc(NC(=O)COC(=O)c2cccc(S(=O)(=O)N3CCOCC3)c2)no1	18	2	1.5
Cc1ccc(NC(=O)C2CCCN(S(=O)(=O)c3c(C)noc3C)C2)nc1 (stereo unspecified)	/	-0.17	-0.42
Cc1nc(NC(=O)c2ccc(Cl)cc2)sc1-c1csc(Nc2cccc(F)c2)n1	3	-1.5	-0.88
COc1ccc(C2(C(=O)NCCCN(C)C)CCOCC2)cc1	/	0.76	0.01
Cc1cccc(C(=O)NNC(=O)/C=C/C(=O)O)c1	29	/	/
COc1ccc(NS(=O)(=O)c2cc(NC(=O)/C=C/c3cccs3)ccc2N2CCOCC2)cc1	33	-0.05	-0.49
CC(=O)Nc1ccc(C(=O)N/N=C/c2ccncc2)cc1	25	/	/
N#C/C(=C\c1ccc(-c2cccc(C(F)(F)F)c2)o1)C(=O)Nn1cnnc1	/	0.52	0.06

Screens from PubChem BioAssay.
